NadD block: inhibitors of S. aureus NadD, primary screen, biochemical, colorimetric, uHTS. inhibition, % at 20 µM. AID 602399, 2012. Nicotinate-nucleotide adenylyltransferase NadD (Staphylococcus aureus N315). actives 0.78% (n = 360,000). purified NadD enzyme, colorimetric absorbance read-out; in the data active = inhibition above about 26%; note: some compounds past the cut are filed as inactive
STEP inh: STEP phosphatase inhibitors, primary screen, biochemical, fluorescence intensity, uHTS; Tyrosine-protein phosphatase non-receptor type 5 (Homo sapiens), P54829; recombinant STEP, OMFP fluorogenic substrate; inhibition, % at 20 µM; actives 0.25% (n = 360,000); AID 588621, 2011;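 active = inhibition at 20 µM, scaled per plate between control wells, above about 37%, limit read from the data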;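 note: 0% = DMSO with enzyme and substrate and 100% = substrate only without enzyme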
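System: STEP phosphatase, cell-free reaction; Buffer or medium: Bis-Tris pH 6.0 buffer with DTT, detergent; Incubation: 20 min at room temperature, dark; Measured by: fluorescence, 480/540 nm.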
Neddyl block: inhibitors of cullin neddylation, primary screen, biochemical, TR-FRET, uHTS, NAE and Ubc12. NEDD8-conjugating enzyme Ubc12 (Homo sapiens) + NEDD8-activating enzyme E1 regulatory …. calls only at 25 µM. actives 0.58% (n = 360,000); in the data active = inhibition above about 36%
CSN deneddyl inh: inhibitors of CSN-mediated cullin deneddylation, primary screen, biochemical, fluorescence polarization, uHTS; Purified CSN, SCF-Nedd8-OG deneddylation; actives 0.38% (n = 360,000); COP9 signalosome complex subunit 5 (Homo sapiens), Q92905; inhibition, % at 12.5 µM;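 active = pattern-corrected inhibition above about 35%, with an unprinted fluorescence ratio check between 0.5 and 1.5, limit read from the data, passing the limit was not always enough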;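 note: 0% = enzyme with substrate and 100% = substrate without enzyme; some results filed as inactive read as strong as hits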
Target sequence (Q92905 whole entry, looked up, one chain of several): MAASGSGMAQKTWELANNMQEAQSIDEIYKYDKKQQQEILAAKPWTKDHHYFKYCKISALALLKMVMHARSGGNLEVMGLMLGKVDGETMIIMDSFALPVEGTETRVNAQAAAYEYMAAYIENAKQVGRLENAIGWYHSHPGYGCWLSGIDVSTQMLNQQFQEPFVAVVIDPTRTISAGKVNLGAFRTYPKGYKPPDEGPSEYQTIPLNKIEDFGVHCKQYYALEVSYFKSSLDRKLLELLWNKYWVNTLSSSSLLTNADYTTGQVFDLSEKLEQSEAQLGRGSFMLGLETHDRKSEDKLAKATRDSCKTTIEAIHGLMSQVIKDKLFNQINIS
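Assay system: HEK293T-derived human Csn5 enzyme; quantity: 0.24 nM enzyme; medium: Tris/NaCl/DTT buffer, pH 7.5; also added: substrate SCFSkp2-Nedd8OG, 10 nM; doses: 12.5 µM compound; schedule: 90 min reaction at room temperature; signal: FP; read-out: % inhibition of substrate cleavage by Csn5; benchmarks: substrate-only high control, full reaction low control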
Rpn11 block: Rpn11 (PSMD14) deubiquitinase inhibitors, primary screen, biochemical, fluorescence polarization, uHTS; human 26S proteasome, Ub4-pepOG fluorescence polarization; 20S core pre-blocked with epoxomicin; 26S proteasome non-ATPase regulatory subunit 14 (Homo sapiens), O00487; actives 0.59% (n = 360,000); calls only at 20 µM;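 active = inhibition at 20 µM, scaled to each plate's controls, above about 33%, limit read from the data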
LMPTP block: LMPTP phosphatase inhibitors, primary screen, biochemical, fluorescence intensity, uHTS | inhibition, % at 20 µM | recombinant LMPTP-A, OMFP fluorogenic substrate | actives 0.22% (n = 360,000) | Low molecular weight phosphotyrosine protein phosphatase (Homo sapiens), P24666 | AID 651560, 2012;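 active = compounds that cut the enzyme signal by at least half of the control window in the single-dose screen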;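 note: plate controls were DMSO wells with enzyme plus substrate for no effect and substrate without enzyme for full effect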
Target sequence (P24666 whole entry, looked up): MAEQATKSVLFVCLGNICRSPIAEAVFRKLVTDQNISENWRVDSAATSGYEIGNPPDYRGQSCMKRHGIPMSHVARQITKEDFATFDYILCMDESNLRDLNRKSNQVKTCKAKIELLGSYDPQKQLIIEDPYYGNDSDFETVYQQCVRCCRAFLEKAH
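Assay system: LMPTP-A enzyme. Input: 0.625 nM LMPTP-A final. Probe or stimulus: 400 µM OMFP. Compound dosing: single 20 µM dose. Schedule: 50 min dark incubation at room temperature. Detection: fluorescence intensity of OMFP turnover product. Read-out: percent inhibition versus substrate-only and uninhibited controls. Benchmarks: no-enzyme low control, uninhibited high control.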
Rin1 Abl inh: inhibitors of Rin1-Abl protein binding, primary screen, biochemical, TR-FRET; actives 0.4% (n = 360,000); AID 588664, 2011; inhibition, % at 7.35 µM; Tyrosine-protein kinase ABL1 (Homo sapiens) + Ras and Rab interactor 1 (Homo sapiens), …; in the data active = inhibition above about 5%, passing the limit was not always enough
DNMT1 inh: human DNMT1 methyltransferase inhibitors, primary screen, biochemical, molecular beacon, fluorescence, HinP1I cleavage, uHTS; DNA (cytosine-5)-methyltransferase 1 (Homo sapiens), P26358; inhibition (reported as % activation of signal), % at 10 µM; actives 0.83% (n = 360,000); in the data active = inhibition above about 50%
Scp-1 inhibitor: Scp-1 phosphatase inhibitors, primary screen, biochemical, colorimetric, uHTS. Carboxy-terminal domain RNA polymerase II polypeptide A small phosphatase 1 (Homo …. Recombinant Scp1, phosphopeptide, malachite green phosphate absorbance. inhibition, % at 20 µM. actives 0.88% (n = 340,000);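 active = inhibition above about 50% at 20 µM, limit read from the data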;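 note: plate controls were DMSO wells with enzyme for no effect and wells lacking enzyme for full effect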
Target sequence (Q9GZU7 76-261 limits assumed): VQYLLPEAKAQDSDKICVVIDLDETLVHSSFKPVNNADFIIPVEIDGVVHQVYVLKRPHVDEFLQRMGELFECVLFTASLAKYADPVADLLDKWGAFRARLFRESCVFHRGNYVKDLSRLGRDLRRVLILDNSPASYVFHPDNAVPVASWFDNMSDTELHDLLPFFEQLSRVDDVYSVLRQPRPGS
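System: truncated SCP-1 phosphatase (76-261aa); medium: Tris acetate buffer pH 5.5 with MgCl2 and Tween-20; incubation: 45 min room-temperature reaction, 5 min colour, 30 min stabiliser; compound: single 20 µM dose, 1% DMSO; reagent: Phosphorylated 17-residue peptide substrate; read-out: % inhibition at 20 µM; technique: colorimetric free-phosphate detection, absorbance 630 nm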
SUMO1 PPI mod: modulators of SUMO1 protein-protein interactions, primary screen, biochemical, uHTS. AID 602429, 2012. Small ubiquitin-related modifier 1 (Homo sapiens), P63165. inhibition, % at 20 µM. SUMO1 binding to a labelled peptide, TR-FRET, 1 h. actives 0.33% (n = 360,000); in the data active = inhibition above about 37%
Target sequence (P63165 whole entry, looked up): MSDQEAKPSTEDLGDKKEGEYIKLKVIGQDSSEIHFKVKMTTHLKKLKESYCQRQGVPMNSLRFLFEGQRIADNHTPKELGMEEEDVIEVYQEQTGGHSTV
Active calls of the source: *; i = inactive; . = no result given. The order is random (roughly 3.8% active in at least one column).

Preview (2 entries):
entry	NadD block	STEP inh	Neddyl block	CSN deneddyl inh	Rpn11 block	LMPTP block	Rin1 Abl inh	DNMT1 inh	Scp-1 inhibitor	SUMO1 PPI mod	SMILES
1	-3	-3	i	5	i	-0.1	-4	5	4	0	CCCOC(=O)c1ccc(NC(=O)CC(C)(C)C)cc1
2	-11	-3	i	0	i	-2.1	3	-2	-1	-4	COC(=O)C1=C[C@@H](C(=O)OC)[C@@H]2C3=C(C(=O)[C@@]2(C)NC(=O)c2ccccc2)[C@H](C)C(C(=O)OC)=C(C(=O)OC)[C@@H]3C1

This part in full, from the start:
entry	NadD block	STEP inh	Neddyl block	CSN deneddyl inh	Rpn11 block	LMPTP block	Rin1 Abl inh	DNMT1 inh	Scp-1 inhibitor	SUMO1 PPI mod	SMILES
1	-3	-3	i	5	i	-0.1	-4	5	4	0	CCCOC(=O)c1ccc(NC(=O)CC(C)(C)C)cc1
2	-11	-3	i	0	i	-2.1	3	-2	-1	-4	COC(=O)C1=C[C@@H](C(=O)OC)[C@@H]2C3=C(C(=O)[C@@]2(C)NC(=O)c2ccccc2)[C@H](C)C(C(=O)OC)=C(C(=O)OC)[C@@H]3C1
3	30*	-3	i	4	i	2.6	-1	-14	-2	-6	Cc1cccc(NC(=O)CN2C(=O)N/C(=C/c3cc(C)n(C)c3C)C2=O)c1
4	3	1	i	-3	i	0.7	0	0	-12	2	CCOCCn1c(CN2CCN(c3ccccc3)CC2)nc2c1c(=O)n(C)c(=O)n2C
5	3	-2	i	-3	i	-1.2	2	-2	3	0	N#CCCC12CCCCC1=Nc1ccccc12 (stereo not given)
6	-2	0	i	13	i	0.7	-2	2	-3	54*	Cc1cc(C)cc(NC(=O)NN2C(C)CCCC2C)c1 (stereo not given)
7	1	0	i	-2	i	0.1	-6	-1	0	-5	COCCNC(=O)COC(=O)/C=C/c1cnc2ccccc2n1
8	3	3	i	0	i	-1.1	1	3	-13	-1	Cn1ncc(Br)c1C(=O)Nc1ccc(Cl)cn1
9	-4	1	i	-2	i	0.5	-6	2	-5	0	CCOc1ccc(NC(=O)C(CC)NC(=O)c2ccccc2CO)cc1 (stereo not given)
10	-5	-1	i	-5	i	1.1	4	-6	-17	-2	O=C(COc1ccc(Br)cc1)N1CCN(S(=O)(=O)/C=C/c2ccccc2)CC1
11	-6	1	i	1	i	0.2	-1	-2	8	-3	COc1cc(CNC(C)c2ccccc2)cc(Br)c1OCc1ccccc1 (stereo not given)
12	-7	-2	i	-1	i	-1.6	2	2	-10	1	O=C(COC(=O)C1CCCC1)Nc1cccc(Cl)c1Cl
13	12	4	i	-2	i	0.4	2	-9	-15	0	CCn1c(SCC(=O)Nc2nc3ccc(C)cc3s2)nc2c(c1=O)SC(C)C2 (stereo not given)
14	1	0	i	1	i	0.8	-1	-7	-7	-6	CCOc1cc(N2CCOCC2)c(OCC)cc1NC(=O)CSc1cccc[n+]1[O-]
15	4	-2	i	2	i	1.8	2	5	9	4	O=C(Cn1cnc2ccccc2c1=O)c1ccc(Br)cc1
16	9	-2	i	3	i	9.2	3	-4	-6	3	COc1ccc(-c2ccc(OC)c([C@H]3[C@H]4C=CC[C@@H](C)[C@@H]4C(=O)N3Cc3ccccc3)c2)cc1OC
17	-1	-1	i	-3	i	-1.5	2	2	-1	0	CCOC(=O)c1c(C)c(C(=O)NCCc2ccccc2)c(C)n1C
18	0	-4	i	-13	i	-1.7	-2	0	3	-3	Cc1cccc(NC(=S)NCC(c2cccnc2)N(C)C)c1C (stereo not given)
19	-2	1	i	-2	i	-1.0	-8	2	-9	-6	Cc1nc2cc3ccccc3cc2n1C
20	-1	-1	i	-4	i	-0.9	-1	-16	-14	-5	CCN(CC)c1ccc(C=Nc2ccccc2C)c(O)c1
21	6	-2	i	-2	i	0.3	2	3	-6	1	CCOc1ccc(NC(=O)C2CC(=O)N(CCc3ccccc3)C2)cc1OC (stereo not given)
22	1	2	i	-11	i	2.9	2	-20	-5	2	COc1ccc(-c2cc(-c3cc(C)ccc3O)[nH]n2)cc1
23	-1	-1	i	-2	i	1.8	0	-9	0	2	Cc1cc(C(=O)CSc2nnc(Nc3ccccc3F)s2)c(C)n1CC1CCCO1 (stereo not given)
24	0	-1	i	1	i	0.2	4	2	-5	-2	Cc1cc(C)c(C#N)c(Nc2ccccc2F)n1
25	-6	0	i	1	i	1.4	-2	3	-3	-5	CCOC(=O)C1(CCOc2ccccc2)CCN(Cc2ccc(O)c(OCC)c2)CC1
26	8	2	i	4	i	2.0	-2	-5	4	-87	O=C(Cn1nc(CNc2ccc(Br)cc2)[n+]2c1CCCCC2)c1ccc([N+](=O)[O-])cc1
27	-6	-2	i	-3	i	-1.2	1	6	.	2	C[C@@H]1CN([C@H](C)CO)C(=O)CCCn2cc(nn2)CO[C@H]1CN(C)S(=O)(=O)c1ccc(-n2cccn2)cc1
28	-8	-2	i	-2	i	-0.6	-1	-3	-3	-10	O=C(CN1C(=O)CCC1=O)Nc1nc(-c2ccc(Cl)s2)cs1
29	-6	-4	i	-4	i	-0.4	-5	2	-1	-4	COc1ccc(C(=O)NCC(=O)OCC(=O)NCc2cccs2)cc1
30	1	5	.	-5	i	1.1	4	4	4	-18	Cn1cccc1C1C=C(c2ccc(C(C)(C)C)cc2)Nc2ncnn21 (stereo not given)

Exported with each value named: 4 of the compounds above.
[27] C[C@@H]1CN([C@H](C)CO)C(=O)CCCn2cc(nn2)CO[C@H]1CN(C)S(=O)(=O)c1ccc(-n2cccn2)cc1
  NadD block = -6
  STEP inh = -2
  Neddyl block = i
  CSN deneddyl inh = -3
  Rpn11 block = i
  LMPTP block = -1.2
  Rin1 Abl inh = 1
  DNMT1 inh = 6
  Scp-1 inhibitor = .
  SUMO1 PPI mod = 2

[28] O=C(CN1C(=O)CCC1=O)Nc1nc(-c2ccc(Cl)s2)cs1
  NadD block = -8
  STEP inh = -2
  Neddyl block = i
  CSN deneddyl inh = -2
  Rpn11 block = i
  LMPTP block = -0.6
  Rin1 Abl inh = -1
  DNMT1 inh = -3
  Scp-1 inhibitor = -3
  SUMO1 PPI mod = -10

[29] COc1ccc(C(=O)NCC(=O)OCC(=O)NCc2cccs2)cc1
  NadD block = -6
  STEP inh = -4
  Neddyl block = i
  CSN deneddyl inh = -4
  Rpn11 block = i
  LMPTP block = -0.4
  Rin1 Abl inh = -5
  DNMT1 inh = 2
  Scp-1 inhibitor = -1
  SUMO1 PPI mod = -4

[30] Cn1cccc1C1C=C(c2ccc(C(C)(C)C)cc2)Nc2ncnn21 (stereo not given)
  NadD block = 1
  STEP inh = 5
  Neddyl block = .
  CSN deneddyl inh = -5
  Rpn11 block = i
  LMPTP block = 1.1
  Rin1 Abl inh = 4
  DNMT1 inh = 4
  Scp-1 inhibitor = 4
  SUMO1 PPI mod = -18

Next section.
entry	NadD block	STEP inh	Neddyl block	CSN deneddyl inh	Rpn11 block	LMPTP block	Rin1 Abl inh	DNMT1 inh	Scp-1 inhibitor	SUMO1 PPI mod	SMILES
31	-7	-5	i	-1	i	0.6	-1	-5	-2	-3	CC(OC(=O)CN(C)S(=O)(=O)c1ccc(Cl)cc1)C(=O)Nc1cccc(Cl)c1 (stereo not given)
32	3	1	i	2	i	-1.7	-2	-6	-1	0	CCC(CO)NCc1ccc(Br)cc1 (stereo not given)
33	8	-3	i	-2	i	0.0	-6	4	-5	3	Cc1ccc(N2CCN(CCc3nc4cc(NC(=O)c5ccco5)ccc4n3C)CC2)cc1
34	1	6	i	8	i	-1.0	4	-3	-4	0	COC(c1ccccc1)c1nnc(CCC(=O)N2CCN(Cc3cccs3)CC2)o1 (stereo not given)
35	-7	3	i	2	i	-1.5	-1	3	-6	-1	CCO[C@@H]1OC(C(=O)NC2CC2)=C[C@H](C2CCCCC2)[C@H]1CCCO
36	-2	-3	i	1	i	-0.8	0	-2	-5	-8	CC(=O)Nc1ccc(NC(=O)Cn2ccc([N+](=O)[O-])n2)cc1
37	-4	-1	i	2	i	0.7	6	2	-11	0	O=[N+]([O-])c1cc([N+](=O)[O-])c(Oc2cccc(Cl)c2Cl)cc1NN1CCCCC1
38	7	6	i	2	i	0.5	0	1	-7	9	CC(C)c1ccc(S(=O)(=O)N2CCN(C(=O)c3cc(-c4ccccc4)n[nH]3)CC2)cc1
39	-4	3	i	2	i	-2.4	-4	-6	0	-20	CCCN1CCC(N2CCN(c3ccc([N+](=O)[O-])cc3)CC2)CC1
40	17	6	i	3	i	-1.7	1	1	95*	-3	O=S(=O)([O-])CCC[n+]1ccc(Oc2ccccc2)cc1

Reprinted from the part before: two compounds, followed by the next part.
entry	NadD block	STEP inh	Neddyl block	CSN deneddyl inh	Rpn11 block	LMPTP block	Rin1 Abl inh	DNMT1 inh	Scp-1 inhibitor	SUMO1 PPI mod	SMILES
39	-4	3	i	2	i	-2.4	-4	-6	0	-20	CCCN1CCC(N2CCN(c3ccc([N+](=O)[O-])cc3)CC2)CC1
40	17	6	i	3	i	-1.7	1	1	95*	-3	O=S(=O)([O-])CCC[n+]1ccc(Oc2ccccc2)cc1
41	.	.	i	6	.	-0.8	.	.	.	-14	Cc1ccc(-c2c(N)nc3ncccn23)cc1
42	4	7	i	7	i	-0.8	1	6	-3	0	O=C(NCc1n[nH]c(=S)n1-c1cccc(Cl)c1)c1cccs1
43	-1	1	i	-2	i	0.8	-1	-5	-3	-19	C=CCNC(=S)N/N=C/c1cccc([N+](=O)[O-])c1
44	-1	-4	i	-6	i	-0.7	1	1	1	-4	Cn1cnnc1Sc1nc2ccccc2nc1NS(=O)(=O)c1ccccc1
